PI5P4K alpha inh – blocks human PI5P4K alpha kinase activity; 330,000 tested, 1.2% active; max response, %; AID 652105; PI5P4Kalpha enzyme, ADP-Glo luminescence, 60 min; hits give low values; active = max response of -50% or lower; inconclusive = between -30% and -50%; inactive = -30% or higher; also: value at the top dose of about 77 µM; % is scaled to controls: 0 for no effect and ±100 for the full control effect
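Single end-point luminescence (ADP-Glo) quantified ADP from PI5P4Kalpha turnover; ATP 5 microM final, 1 h at RT, 0.1% CHAPS and 0.28 mM EGTA in HEPES pH 7.4.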
GLP1R ag – GLP-1 receptor (human) agonism. 380,000 tested, 0.007% active. P43220. HEK293 GLP-1R CRE-luciferase, luminescence, 4-6 h; cells express a hypersensitive GLP-1R form. Potency, µM (highest dose often 45.6 µM), for inactives: top-dose activation, usual class: activators. AID 624172; also: potency is read from the fitted curve at half-maximal effect; % of control where 0% means no effect
GLP-1R inv ag – inverse agonists of human GLP-1 receptor. HEK293 GLP-1R CRE-luciferase, luminescence, 24 h; GLP-1R form is constitutively active. Potency, µM (highest dose often 38.3 µM), inactives show at the top dose activity change, negative = inhibition, usual class: inhibitors. 410,000 tested, 1.6% active. AID 624417; also: potency is read from the fitted curve at half-maximal effect; % is scaled to controls: 0 for no effect and ±100 for the full control effect; nearly all actives have a fitted effect of over 55% in size
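GLP-1R inverse agonism mode: basal reporter luminescence in engineered HEK293 cells measured after one day of compound exposure at 37 deg C, with a 12 min room-temperature detection step.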
IL-2 act – activates IL-2 in a cell-based reporter assay | 360,000 tested, 0.065% active | IL-2 activation reporter assay, cell-based qHTS; stimulated with anti-CD3/CD4/CD28 beads; in transgenic mouse T cells | activation, % (series mostly up to about 46 µM); in the data active = activation above about 50%; inconclusive = mostly about 30% to 49%; also: 0% is about no effect
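First, unstimulated transgenic mouse T cells were exposed to compound for 60 min. Next, anti-CD3/anti-CD4-coated beads with anti-CD28 were added. Finally, after 18 h at 37 degrees C, EGFP and DsRed were imaged.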
D3 ag – agonists of human D3 dopamine receptor | P35462 | D3R DiscoveRx beta-arrestin cells, luminescence, 90 min | max activation, % | 410,000 tested, 0.58% active; in the data active = max activation above about 30%; also: 0% is about no effect; mostly tested at two doses, the higher about 12 µM
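Agonist mode: compounds and dopamine controls were applied to plated cells for 90 min at 37 degrees C after an overnight attachment at 1500 cells/well. Luminescent read-out followed 30 - 60 minutes at room temperature with DiscoveRx detection reagent.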
PLK1 PBD inh – inhibitors of human PLK1 polo-box domain binding. P53350. Plk1 PBD binding of FITC phosphopeptide, fluorescence polarization. Potency, µM, for the others: max response, negative = inhibition, hits mostly inhibitors. 360,000 tested, 2.8% active. AID 720504; also: potency is read from the fitted curve at half-maximal effect; series mostly up to about 57 µM; % is scaled to controls: 0 for no effect and ±100 for the full control effect; nearly all actives have a fitted effect of over 65% in size
WRN helicase inh – blocks human WRN helicase; Potency, µM (doses to about 114 µM), inactives show at the highest dose activity change, negative = inhibition, actives largely listed as inhibitors; WRN helicase unwinding, fluorescent forked duplex, kinetic; Q14191; 360,000 tested, 0.46% active; also: potency is read from the fitted curve at half-maximal effect; % is scaled to controls: 0 for no effect and ±100 for the full control effect; nearly all actives have a fitted effect of over 55% in size
Target sequence (Q14191 whole entry, looked up): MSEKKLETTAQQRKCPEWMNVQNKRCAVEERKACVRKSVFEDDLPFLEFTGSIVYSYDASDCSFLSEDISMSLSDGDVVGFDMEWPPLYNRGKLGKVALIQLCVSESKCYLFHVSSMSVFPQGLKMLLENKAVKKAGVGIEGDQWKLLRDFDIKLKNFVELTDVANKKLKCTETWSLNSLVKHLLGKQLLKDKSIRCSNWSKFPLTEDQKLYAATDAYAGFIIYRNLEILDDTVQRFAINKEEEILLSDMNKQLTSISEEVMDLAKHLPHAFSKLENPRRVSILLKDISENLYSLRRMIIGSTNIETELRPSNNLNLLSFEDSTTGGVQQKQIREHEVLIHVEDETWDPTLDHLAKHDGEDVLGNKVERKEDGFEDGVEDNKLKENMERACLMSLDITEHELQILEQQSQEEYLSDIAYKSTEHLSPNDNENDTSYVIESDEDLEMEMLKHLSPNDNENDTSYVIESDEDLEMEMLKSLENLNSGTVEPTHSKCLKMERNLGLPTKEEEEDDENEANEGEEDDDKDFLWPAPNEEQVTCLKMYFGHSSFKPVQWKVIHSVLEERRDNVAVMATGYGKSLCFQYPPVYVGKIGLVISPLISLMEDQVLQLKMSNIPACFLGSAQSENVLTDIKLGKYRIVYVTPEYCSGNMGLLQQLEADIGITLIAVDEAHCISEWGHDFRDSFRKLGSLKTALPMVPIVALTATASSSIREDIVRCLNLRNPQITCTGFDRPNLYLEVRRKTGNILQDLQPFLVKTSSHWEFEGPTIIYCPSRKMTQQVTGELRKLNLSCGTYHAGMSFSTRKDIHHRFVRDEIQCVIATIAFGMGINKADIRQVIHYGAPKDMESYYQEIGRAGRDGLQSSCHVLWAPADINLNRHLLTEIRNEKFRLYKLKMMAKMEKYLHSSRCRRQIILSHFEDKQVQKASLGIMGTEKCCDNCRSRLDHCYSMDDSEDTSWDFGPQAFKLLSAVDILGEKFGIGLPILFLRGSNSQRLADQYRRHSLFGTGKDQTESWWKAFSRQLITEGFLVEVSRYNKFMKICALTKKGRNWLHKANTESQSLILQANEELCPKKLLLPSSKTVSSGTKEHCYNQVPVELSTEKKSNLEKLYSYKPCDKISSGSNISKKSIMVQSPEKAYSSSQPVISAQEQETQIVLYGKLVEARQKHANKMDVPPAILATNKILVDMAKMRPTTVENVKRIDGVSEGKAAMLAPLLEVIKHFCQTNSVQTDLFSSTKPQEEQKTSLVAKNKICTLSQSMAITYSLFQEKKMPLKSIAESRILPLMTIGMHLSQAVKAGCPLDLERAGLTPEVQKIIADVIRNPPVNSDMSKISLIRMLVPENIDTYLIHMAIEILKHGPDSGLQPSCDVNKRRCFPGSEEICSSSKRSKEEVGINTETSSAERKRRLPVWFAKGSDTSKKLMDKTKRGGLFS
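Enzyme (20 nM final) and test compound sit together 15 min at room temperature before substrate addition. Substrate is a single-forked duplex oligonucleotide (100 nM) labelled with fluorophore and quencher, with 2 mM ATP; helicase unwinding raises red fluorescence, read kinetically.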
GLP1R cytotox – cytotoxicity counter-screen for GLP-1 receptor inverse agonists; HEK293 cAMP-luciferase reporter cells, luminescence, 24 h; Potency, µM (doses to about 38.3 µM), for inactives: at the highest dose activity change, negative = inhibition, usual class: inhibitors; 410,000 tested, 0.13% active; AID 624418;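 also: loss of luciferase light is scored as toxicity; potency is read from the fitted curve at half-maximal effect; % is scaled to controls: 0 for no effect and ±100 for the full control effect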
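Here, cytotoxicity is scored as loss of luminescence. The MLSMR collection was tested on cells seeded in medium containing 10% Nu serum, with a 24 hr compound exposure preceded by 12 hours of culture.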
DRD3 antagonist – D3 dopamine receptor (human) antagonism | P35462 | D3R cells, DiscoveRx beta-arrestin luminescence, antagonist mode; hits give low values | max response, negative = inhibition, % | 360,000 tested, 2.5% active; in the data active = max response below about -50%; inconclusive = no clear call, values can overlap the other calls; also: % is scaled to controls: 0 for no effect and ±100 for the full control effect; mostly tested at two doses, the higher about 12 µM
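Cells plated overnight at 1500 cells/well, then exposed to library compounds with dopamine controls for 90 minutes at 37 degrees C. DiscoveRx reagent added for 30–60 minutes at room temperature; luminescence read, quantitative HTS format.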
The depositor's hits bear a star; ? = inconclusive; . = no result given; [ ] = remark or other dose. Unless noted, calls follow the shape of the dose curve; as a rule, active = well fitted curve in the direction sought with a large enough effect; inconclusive = small, poorly fitted or top-dose-only effect, or another doubt; inactive = no such curve, though single readings can be large; an effect the other way counts as inactive or inconclusive.

SMILES	PI5P4K alpha inh	GLP1R ag	GLP-1R inv ag	IL-2 act	D3 ag	PLK1 PBD inh	WRN helicase inh	GLP1R cytotox	DRD3 antagonist
CCOC(=O)c1nn(-c2ccccc2)c(=O)c2c(NC(C)=O)scc12	-4	7%	-3%	0.3	-6	-10%	-8%	1%	-8
O=C(c1cccnc1)N1CCN(C(=O)c2ccco2)CC1	.	-1%	-9%	-0.4	-14	-10%	-6%	11%	-11
Cc1cc(C)c(S(=O)(=O)c2ccccc2F)c(=O)[nH]1	2	-2%	3%	-3.9	-1	4%	-4%	-18%	1
COCCN1CC(C(=O)NCCc2nc(C)c(C)s2)CCC1=O (stereo not given)	4	-2%	16%	-3.9	-14	4%	6%	4%	13
O=c1oc2cc(OCc3ccc([N+](=O)[O-])cc3)ccc2c2c1CCCC2	3	0%	44%[activator]	0.1	-3	-7%	-4%	2%	-7
COc1ccc(NC(=O)c2oc3cc(C)c(C)cc3c2C)c(OC)c1	10	-1%	12%	0.0	-8	-9%	18%	14%	2
COCc1cc(CN2CCCC(C(=O)c3cccc(C(F)(F)F)c3)C2)ccc1OC (stereo not given)	2	17%	?	0.0	-12	1%	4%	-14%	0
O=C(COC(=O)/C=C/c1ccc([N+](=O)[O-])cc1)NCc1ccco1	0	-3%	19%	-2.2	1	2%	1%	-3%	-2
CCc1nnc(NS(=O)(=O)c2ccc(N3C(=O)c4ccccc4C3=O)cc2)s1	1	0%	18%	-0.1	-12	-18%	?	-2%	?
N/C(Cc1ccccc1Sc1ccccc1)=N\O	-2	-4%	-23%	-0.5	-15	6%	-9%[57.1 µM]	-6%[1.53 µM]	12
CC(C(=O)Nc1ccc(O)cc1C(=O)O)N1C(=O)/C(=C\c2cccs2)SC1=S (stereo not given)	?	-6%	3%	-0.4	8	6.7µM*	-4%[11.6 µM]	8%	3
CCCCN(C)c1c(C)nc2ccc(C(=O)N(C)Cc3ccco3)cn12	-1	3%	5%	0.0	0	-4%	6%[57.1 µM]	-9%	-8
Cc1nc(N2CCCCC2C)c2c(C)c(C(=O)Nc3cccc(C(F)(F)F)c3)sc2n1 (stereo not given)	27	4%	10µM*	-0.2	15	-9%	-10%[57.1 µM]	?	54
OC(Cn1cncn1)(c1ccc(F)cc1)c1ccc(Cl)cc1 (stereo not given)	5	6%	-18%	-0.4	-1	-6%	-5%	0%	11
Cc1cc(N2C3CCC2CC(O)(c2ccc(F)cc2)C3)nc(-c2ccccc2)n1 (stereo not given)	.	-4%	?	-3.0	-23	-7%	-20%[57.1 µM]	-24%	-60*
COc1ccc(N2C(N)=NC(N)=NC2(C)C)cc1	-2	11%	-2%	0.7	-3	-11%	10%	-18%	7
COC(=O)c1ccc(OC)c(CN2CCCN(Cc3ccc(F)cc3)S2(=O)=O)c1	-6	20%	10µM*	-0.6	-1	-8%	-8%[57.1 µM]	2%	0
CC(=O)Nc1ccc2nc3ccccc3nc2c1	4	-1%	41%[activator]	-1.4	2	?	3%	130%[activator]	3
COc1ccc(-n2nc(C(=O)NCC(=O)NCc3ccccc3OC)c3ccccc3c2=O)cc1	5	12%	0%	0.3	5	-8%	11%	-2%	15
CC(=O)Cc1nsc(NC(=O)c2ccc(COc3ccccc3C)o2)n1	-5	-5%	-11%	-2.1	2	-7%	-2%	2%	-9
O=C(Nc1ccccc1)C1CCN(S(=O)(=O)c2ccc3c(c2)OCCO3)CC1	-4	6%	4%	0.3	-15	-8%	-5%	0%	-18
O=C(Nc1cccnc1)c1ccc(F)cc1	0	-3%	13%	1.9	-1	-4%	1%	-9%	-25
CCc1noc(C)c1C(=O)N1CCCC(C(=O)c2cc(F)ccc2F)C1 (stereo not given)	-6	5%	-2%	-1.1	-2	-9%	0%	-1%	11
CCCCn1c(N)c(N(CCC(C)C)C(=O)C2CC(=O)N(CCc3ccc(OC)c(OC)c3)C2)c(=O)[nH]c1=O (stereo not given)	0	4%	6%	0.8	0	-6%	-5%	7%	7
N#Cc1ccccc1NC1=CC(=O)CCC1	.	-9%	-14%	-0.4	-2	-21%	5%	2%	8

Ordered by count of non-hydrogen atoms (ascending): 4 of the compounds above
SMILES	PI5P4K alpha inh	GLP1R ag	GLP-1R inv ag	IL-2 act	D3 ag	PLK1 PBD inh	WRN helicase inh	GLP1R cytotox	DRD3 antagonist
OC(Cn1cncn1)(c1ccc(F)cc1)c1ccc(Cl)cc1 (stereo not given)	5	6%	-18%	-0.4	-1	-6%	-5%	0%	11
CCOC(=O)c1nn(-c2ccccc2)c(=O)c2c(NC(C)=O)scc12	-4	7%	-3%	0.3	-6	-10%	-8%	1%	-8
O=c1oc2cc(OCc3ccc([N+](=O)[O-])cc3)ccc2c2c1CCCC2	3	0%	44%[activator]	0.1	-3	-7%	-4%	2%	-7
CC(C(=O)Nc1ccc(O)cc1C(=O)O)N1C(=O)/C(=C\c2cccs2)SC1=S (stereo not given)	?	-6%	3%	-0.4	8	6.7µM*	-4%[11.6 µM]	8%	3

More entries:
SMILES	PI5P4K alpha inh	GLP1R ag	GLP-1R inv ag	IL-2 act	D3 ag	PLK1 PBD inh	WRN helicase inh	GLP1R cytotox	DRD3 antagonist
Cc1cccc([N+](=O)[O-])c1NC(=O)COC(=O)C1CC2CCCC(C1)C2=O (stereo not given)	3	6%	40%	-2.2	-1	-4%	-2%	5%	2
CCOCCOC(=O)c1ccc(-n2cncn2)nc1	1	-3%	9%	-1.4	0	-6%	6%	-1%	-9
COc1ccc(S(=O)(=O)N(C)CC(=O)NCCCN2CCOCC2)cc1C	-5	19%	28%	1.2	5	-28%	20%	13%	1
CCc1nc2c(OCC(=O)C(C)(C)C)cccn2c1N(C)C(=O)C1CC1	-3	3%	3%	-0.1	-9	-6%	-4%	2%	-11
N#CCCCc1cn(-c2nc3ccccc3s2)nn1	0	7%	4%	0.2	3	4%	3%	1%	5
COc1ccc(CC(=O)NC(C)c2nnc(SCCC(=O)Nc3ccccc3)n2C)cc1 (stereo not given)	-2	0%	13%	-0.9	2	3%	-12%	5%	16
O=C(CSc1ccc2c(c1)OCCO2)NCc1ccco1	-10	6%	6%	1.0	1	?	-14%	15%	11
O=c1cc(CCc2ccccc2)[nH]c(=O)[nH]1	3	-1%	2%	-0.5	0	-1%	8%[57.1 µM]	6%	-29
Cc1ccc(-c2nn(-c3ccccc3)cc2C(=O)Nc2cccc(S(=O)(=O)NC3=NCCC3)c2)cc1	-3	-7%	?	-1.9	-4	-18%	3%	-24%	-7
COc1ccc(/C=N/NC(=O)CCc2nc3ccccc3[nH]2)cc1	-2	3%	5%	-0.6	-7	-7%	6%	9%	?
CN(C)c1ccc(CC(=O)N2CCCC(c3cc(C(=O)Nc4ccc5c(c4)OCO5)no3)C2)cc1 (stereo not given)	-5	8%	-18%	-0.7	4	-14%	3%	1%	0
CN1CCN(c2nc3c(c(=O)[nH]c(=O)n3C)n2CCSc2nnnn2-c2ccccc2)CC1	2	16%	15%	0.4	-15	0%	9%	2%	-7
O=C(Cn1nc(C(F)(F)F)c2c1CCCC2)NCc1ccco1	.	-5%	3%	3.7	0	0%	-2%	2%	-21
COc1cccc(CN2CCN(Cc3cc(OC)c(OC)cc3OC)CC2)c1	4	-1%	-14%	0.1	-23	4%	-34%	-1%	-7
COc1cc(OC)cc(C(=O)Nc2nc3ccccc3[nH]2)c1	-8	3%	?	-0.8	-2	-6%	1%	?	9
CCOC(=O)c1oc2ccccc2c1NC(=O)c1cccc(OC)c1OC	.	7%	-2%	-3.7	9	-7%	-7%	-10%	43
CC1(C(=O)O)CCCN1C(=O)c1ccc(Cl)cc1Cl (stereo not given)	7	-5%	2%	-0.5	2	-4%	-8%	-7%	16
CC(C)Cc1c2c([nH]c(=S)c1C#N)CCCC2	?	-13%	0%	0.5	16	27µM*	-10%	1%	-9
CCOC(=O)c1[nH]c(C)c(C(=O)N2CCc3c([nH]c4ccccc34)C2c2ccccn2)c1C (stereo not given)	1	7%	11µM*	-0.7	1	-3%	-4%	-19%	-13
S=c1nc(-c2ccccc2)n(-c2ccccc2)[nH]1	1	0%	10%	-3.8	-13	-11%	-1%	8%	-21
CCOC(=O)CC(=O)CSC1=C(C#N)C(c2ccccc2OC)CC(=O)N1 (stereo not given)	5	0%	6%	-0.3	-3	-4%	-5%	3%	-3
CSC1=NCCN1C(=O)Cc1cccs1	-2	9%	18%	-2.2	-3	-5%	-6%	3%	?
NC(=O)c1ccc(-n2nnnc2SCC(=O)Nc2ccccc2F)cc1	-9	4%	23%	-4.2	-10	-11%	6%	-5%	-9
CC(C)NC(=O)c1onc(CSc2ccc(F)c(F)c2)c1C(=O)NC(C)C	0	-1%	?	-0.2	18	-17%	-8%	10%	8
CC(=O)Oc1cccc(N2C(=O)C3CC=CCC3C2=O)c1 (stereo not given)	-3	-6%	0%	0.1	7	-5%	8%	12%	0
O=C(C[n+]1cccc(C(=O)N/N=C/c2cccc([N+](=O)[O-])c2)c1)c1ccccc1	-11	-14%	3%	2.7	-3	-6%	0%	6%	-22

Random excerpt: 6 entries already listed.
SMILES	PI5P4K alpha inh	GLP1R ag	GLP-1R inv ag	IL-2 act	D3 ag	PLK1 PBD inh	WRN helicase inh	GLP1R cytotox	DRD3 antagonist
O=C(CSc1ccc2c(c1)OCCO2)NCc1ccco1	-10	6%	6%	1.0	1	?	-14%	15%	11
O=C(COC(=O)/C=C/c1ccc([N+](=O)[O-])cc1)NCc1ccco1	0	-3%	19%	-2.2	1	2%	1%	-3%	-2
COc1ccc(N2C(N)=NC(N)=NC2(C)C)cc1	-2	11%	-2%	0.7	-3	-11%	10%	-18%	7
O=c1cc(CCc2ccccc2)[nH]c(=O)[nH]1	3	-1%	2%	-0.5	0	-1%	8%[57.1 µM]	6%	-29
CCCCn1c(N)c(N(CCC(C)C)C(=O)C2CC(=O)N(CCc3ccc(OC)c(OC)c3)C2)c(=O)[nH]c1=O (stereo not given)	0	4%	6%	0.8	0	-6%	-5%	7%	7
CC(=O)Cc1nsc(NC(=O)c2ccc(COc3ccccc3C)o2)n1	-5	-5%	-11%	-2.1	2	-7%	-2%	2%	-9

Screening data deposited in PubChem BioAssay by National Center for Advancing Translational Sciences (NCATS).
